Mdm2 ligase inh: inhibitors of human Mdm2 E3 ubiquitin ligase. Q00987. cell-based MDM2 ubiquitination luciferase reporter, 2 h; 0 = plate control, 100 = twice control, blank-subtracted. signal enhancement, % at 5 µM. 0.11% of 210,000 active. AID 1230;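 active = signal enhancement of 30% or more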;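 also: luminescence tracks abundance of the self-degrading MDM2-luciferase fusion protein; higher signal means inhibition of MDM2 E3 ligase activity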
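Material: Stable MDM2–luciferase fusion reporter cells | Amount: 2000 cells seeded into each well | Dosing: One concentration, 5 µM, with 0.2% DMSO | Incubation: 4 h cell settling then 2 h compound exposure, 37 °C | Measured by: Luciferase luminescence | Read-out basis: % enhancement relative to plate controls after blank subtraction | Benchmarks: Control and blank well means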
Runt-SMMHC FRET: Runt domain-CBFb-SMMHC interaction inhibition | 0.74% of 220,000 active | inhibition, % at 20 µM | Cerulean-Runt/Venus-CBFb-SMMHC FRET ratio 530/480, 1 h;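 active = mean inhibition across duplicate retests at 20 µM reaching about 50%, limit read from the data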;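 also: 0% = DMSO wells and 100% = wells with excess untagged CBFb-SMMHC; inhibitors lower the FRET ratio by blocking Runt binding to CBFb-SMMHC; some results filed as inactive read as strong as hits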
Runt-CBFb FRET: Runt domain-CBFb interaction inhibition. inhibition, % at 20 µM. 0.46% of 220,000 active. Cerulean-Runt/Venus-CBFb FRET ratio 530/480, 1 h;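 active = inhibition over about 50% at 20 µM in the single-dose screen, limit read from the data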;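 also: 0% = DMSO wells and 100% = excess unlabeled CBFb competitor control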
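test system = Cerulean-Runt domain fusion protein, energy donor | probe or stimulus = Venus-CBFb binding partner, 100 nM | incubation = two 1 h room-temperature incubations shielded from light | detection = fluorescence energy transfer, 422 nm excitation, 530/480 nm emission | measure = loss of energy transfer signal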
NPY-Y1 antag: NPY-Y1 (human) receptor antagonism; HEK293-CNG Y1 cells, membrane potential fluorescence; NPY at EC95, then isoproterenol; inhibition, % at 3.6 µM; 1% of 200,000 active; P25929;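 active = inhibition above the campaign mean inhibition of all tested compounds plus 3 SD, cut at about 20% in these data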;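 also: 0% = DMSO wells given NPY plus isoproterenol and 100% = isoproterenol alone without NPY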
Target sequence (P25929 whole entry, looked up): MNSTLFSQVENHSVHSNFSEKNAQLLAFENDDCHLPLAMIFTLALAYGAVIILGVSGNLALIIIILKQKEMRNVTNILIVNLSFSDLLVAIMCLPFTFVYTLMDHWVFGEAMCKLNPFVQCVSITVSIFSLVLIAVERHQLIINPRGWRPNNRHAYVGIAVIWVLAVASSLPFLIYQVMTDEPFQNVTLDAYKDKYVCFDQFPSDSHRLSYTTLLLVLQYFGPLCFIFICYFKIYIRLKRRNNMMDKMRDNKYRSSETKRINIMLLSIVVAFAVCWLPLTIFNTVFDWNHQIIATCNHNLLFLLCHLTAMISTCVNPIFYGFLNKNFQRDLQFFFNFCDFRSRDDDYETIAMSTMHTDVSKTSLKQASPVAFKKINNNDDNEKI
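Assay system: HEK293 Y1/CNG channel cell line; Doses: single compound dose of 3.6 µM, 0.4% DMSO; Timing: dye 3 h, compound 60 min room temperature, stimulation 45 min; Technique: Membrane-potential fluorescent dye readout; Measure: % inhibition of NPY effect.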
Hck Nef HTS: blocks Nef-activated human Hck kinase; 0.68% of 220,000 active; inhibition, % at 20 µM; Recombinant Hck-YEEI plus Nef, Z-Lyte FRET kinase assay; AID 463187; P08631;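 active = Hck-Nef kinase inhibition above about 50%, limit read from the data; inactive = inhibition below that limit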;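 also: 0% = DMSO with Hck plus Nef and 100% = Hck alone without Nef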
RBBP9 inh: human RBBP9 hydrolase inhibition; O75884; 0.2% of 220,000 active; recombinant RBBP9, FP-Rh probe fluorescence polarization; inhibition, % at 7.94 µM;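 active = inhibition above the campaign mean of all tested compounds plus 3 SD, cut at about 14% in these data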;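 also: plate controls were DMSO wells with RBBP9 for no effect and wells lacking RBBP9 protein for full effect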
Target sequence (O75884 whole entry, looked up): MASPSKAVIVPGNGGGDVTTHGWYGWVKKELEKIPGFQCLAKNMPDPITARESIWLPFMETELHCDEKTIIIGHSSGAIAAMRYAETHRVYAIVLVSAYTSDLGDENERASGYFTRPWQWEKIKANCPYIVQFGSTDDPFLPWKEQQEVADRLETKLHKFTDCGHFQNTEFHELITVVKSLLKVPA
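Material: RBBP9 protein. Amount: RBBP9 at 2.5 µM in dispensed solution, before mixing. Schedule: 30 min then 45 min, 25 °C. Medium: Tris buffer pH 8.0, NaCl, Pluronic. Measured by: fluorescence polarization. Measure: percent inhibition from mP, scaled between DMSO and no-protein wells. Replication: one well per compound.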
p97 inhibitor: inhibitors of human p97 ATPase; recombinant p97 ATPase, Kinase-Glo ATP luminescence, 3 h; 0.42% of 220,000 active; inhibition, % at 8 µM; AID 1481; P55072; in the data active = inhibition above about 15%;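 also: 0% = DMSO vehicle and 100% = wells lacking enzyme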
NPY-Y1 PAM-ag: human NPY-Y1 potentiation or agonism, primary screen | P25929 | 0.37% of 220,000 active | activation, % at 3.6 µM | NPY-Y1 expressing cells, potentiator/agonist activation; in the data active = activation above about 33%, passing the limit was not always enough;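 also: cells stimulated with NPY at EC10 then isoproterenol at EC100; 0% = low agonist plus stimulus and 100% = saturating agonist plus stimulus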
NPY2 pot ag: potentiates or activates human NPY-Y2 receptor; P49146; cells expressing NPY-Y2, potentiator/agonist read-out; activation, % at 3.6 µM; 0.45% of 220,000 active; AID 1359; in the data active = activation above about 27%;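 also: cells stimulated with NPY near EC25 plus isoproterenol at EC100; 0% = vehicle plus submaximal agonist and 100% = vehicle plus saturating agonist; some results beyond the cut were filed as inactive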
Target sequence (P49146 whole entry, looked up): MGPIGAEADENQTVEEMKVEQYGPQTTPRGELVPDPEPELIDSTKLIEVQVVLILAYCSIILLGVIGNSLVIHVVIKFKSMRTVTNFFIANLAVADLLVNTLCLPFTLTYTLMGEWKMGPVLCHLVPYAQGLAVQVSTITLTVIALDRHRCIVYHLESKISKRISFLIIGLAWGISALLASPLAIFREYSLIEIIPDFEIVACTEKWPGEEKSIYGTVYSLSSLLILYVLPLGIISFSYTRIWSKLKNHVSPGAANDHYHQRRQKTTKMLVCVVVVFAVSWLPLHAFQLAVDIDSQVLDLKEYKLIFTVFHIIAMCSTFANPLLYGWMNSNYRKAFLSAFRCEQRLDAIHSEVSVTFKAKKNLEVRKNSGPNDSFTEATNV
* hit, by the source's call; x = not tested or not shown.

Values in the order – NPY-Y1 antag, Runt-SMMHC FRET, RBBP9 inh, NPY2 pot ag, Runt-CBFb FRET, NPY-Y1 PAM-ag, Hck Nef HTS, Mdm2 ligase inh, p97 inhibitor
> O=C(O)c1cccc(N2CCCC2=O)c1
  9, 4, -9, -2, x, 8, 0, -25, -5
> Cn1c(-c2cccc([N+](=O)[O-])c2)[n+](C)c2ccccc21
  -6, -2, 3, -20, 1, -17, -9, 2, -5
> O=C(O)c1ccc(NC(=O)C2(c3ccccc3)CCOCC2)cc1
  3, 2, -4, -17, -3, -20, 8, -7, -5
> COc1cccc(C(=O)Nc2cccc(NC(C)=O)c2)c1
  3, 1, -5, -1, 1, 8, -2, -3, -4
> CCOc1ccc(C(=O)NC(=S)Nc2ccccc2N2CCC(C)CC2)cc1[N+](=O)[O-]
  0, 9, -10, -7, 1, -7, 0, -12, 0
> Cn1c(=O)c2nc(-c3ccccc3)oc2c2ccccc21
  7, 2, -3, -5, -2, -25, 2, -9, 4
> COc1cc2ncnc(NCCCN3CCOCC3)c2cc1OC
  x, -5, 15*, -12, 2, 8, 8, -25, 5
> COc1cccc(-n2c(SCC(=O)Nc3cc(C)on3)nc3ccccc3c2=O)c1
  0, 1, 0, 5, 0, 4, -1, -7, -2
> CN(C)c1ccc(/C=N/NC(=O)CN(c2cccc(Cl)c2)S(C)(=O)=O)cc1Br
  4, 0, 0, 10, 0, 1, 7, -8, 1
> OCCN(CCO)Cc1csc2ccccc12
  3, 1, -9, -4, -2, -13, 5, -3, 4
> Clc1ccc(-c2cnc(Oc3ccccc3)nc2)cc1
  3, 0, 0, -30, 0, -29, 1, -16, -3
> COC(=O)c1ccccc1NC(=O)CSc1nnc(-c2ccc(OC)cc2)n1C
  1, 6, 6, -5, -3, 7, -9, x, 0
> CCOC(=O)C1C(=O)NC(N2CCN(CC)CC2)=NC1c1ccccc1 (configuration not stated)
  2, -1, 1, -5, 2, -11, 2, -5, 3
> COc1cccc(OC)c1C(=O)OCC(=O)NCC(C)C
  0, -1, -1, -5, 0, -3, 18, -20, -3
> COc1ccc(C2C(C(C)=O)=C(C)Nc3ncnn32)cc1OC (configuration not stated)
  -3, 0, 3, 11, 1, 6, 17, -11, 2
> CCCNC(=O)c1cc2c(C(F)(F)F)nn(C)c2s1
  -3, 0, -2, 13, 10, 7, 1, 3, 3
> COC(=O)C1CCN(C(=O)c2sc3nc(-c4ccc(F)cc4)cn3c2C)CC1
  4, -2, 6, -12, 0, -32, -2, 0, 3
> CC(C)(C)S(=O)(=O)c1cnc2c(-c3ccc(Cl)cc3)cnn2c1N
  -7, 0, 6, 1, -2, 21, 1, -1, 3
> CCc1ccc(C(=O)/C=C/NCc2ccc(F)cc2)cc1
  -5, 3, 4, 0, -1, -1, 2, -6, -3
> CS(=O)(=O)N(CCc1ccccc1)CC(N)=O
  -4, -7, 2, -5, 0, 4, 0, -12, -1
> C=CCNC(=S)N/N=C(\C)c1cccc(NC(C)=O)c1
  2, 0, -2, -5, 1, -1, -4, 2, 5
> Cc1noc(NS(=O)(=O)c2ccc(NC(=O)c3cnc4n(c3=O)CCS4)cc2)c1C
  10, 3, -3, 3, -4, -14, 15, -6, 4
> Cc1[nH]n2c(=O)cc(C(C)C)nc2c1-c1ccccc1
  5, 3, 3, 10, 2, -6, 1, -10, 4
> O=C(NC12CC3CC(CC(C3)C1)C2)c1ccc(-c2ccccc2Cl)o1
  9, 4, -8, -13, 4, -22, -2, -14, 0
> CCOC(=O)Cc1csc(NC(=O)CCc2ccc(S(=O)(=O)N3CCOCC3)cc2)n1
  -5, 7, 1, -17, -1, 12, 1, -11, 3
> COc1ccc(C(=O)Nc2ccc(S(=O)(=O)Nc3onc(C)c3C)cc2)cc1
  2, -7, -3, -4, -1, -32, 1, -4, 5
> Cc1cc(N=NC(=O)c2ccccc2)ccc1O
  2, 3, -1, 4, 18, -17, 2, -9, 0
> Cc1csc(C(C)N(C)C(=O)CCc2nnc(CCc3ccccc3)o2)n1 (configuration not stated)
  -2, -3, -8, 5, 0, -6, 20, 11, 3
> COc1ccc(OC)c(C2N(c3ccc(Cl)cc3)C(=O)C3CCCN32)c1 (configuration not stated)
  -1, 1, -9, -1, -1, -5, 0, -3, -4
> COc1cc(/C=C/CN2CCC(CO)(CC3CCCCO3)CC2)ccc1O (configuration not stated)
  5, -2, -2, -1, 2, 2, 10, -6, 7

Two compounds picked at random from the list so far, as already listed:
Values in the order – NPY-Y1 antag, Runt-SMMHC FRET, RBBP9 inh, NPY2 pot ag, Runt-CBFb FRET, NPY-Y1 PAM-ag, Hck Nef HTS, Mdm2 ligase inh, p97 inhibitor
> CC(C)(C)S(=O)(=O)c1cnc2c(-c3ccc(Cl)cc3)cnn2c1N
  -7, 0, 6, 1, -2, 21, 1, -1, 3
> Cn1c(-c2cccc([N+](=O)[O-])c2)[n+](C)c2ccccc21
  -6, -2, 3, -20, 1, -17, -9, 2, -5

Part of the list above in order of count of non-hydrogen atoms, highest first.
Values in the order – NPY-Y1 antag, Runt-SMMHC FRET, RBBP9 inh, NPY2 pot ag, Runt-CBFb FRET, NPY-Y1 PAM-ag, Hck Nef HTS, Mdm2 ligase inh, p97 inhibitor
> CCOC(=O)Cc1csc(NC(=O)CCc2ccc(S(=O)(=O)N3CCOCC3)cc2)n1
  -5, 7, 1, -17, -1, 12, 1, -11, 3
> COC(=O)c1ccccc1NC(=O)CSc1nnc(-c2ccc(OC)cc2)n1C
  1, 6, 6, -5, -3, 7, -9, x, 0
> COC(=O)C1CCN(C(=O)c2sc3nc(-c4ccc(F)cc4)cn3c2C)CC1
  4, -2, 6, -12, 0, -32, -2, 0, 3
> O=C(NC12CC3CC(CC(C3)C1)C2)c1ccc(-c2ccccc2Cl)o1
  9, 4, -8, -13, 4, -22, -2, -14, 0
> Cc1cc(N=NC(=O)c2ccccc2)ccc1O
  2, 3, -1, 4, 18, -17, 2, -9, 0

Going on with the list:
Values in the order – NPY-Y1 antag, Runt-SMMHC FRET, RBBP9 inh, NPY2 pot ag, Runt-CBFb FRET, NPY-Y1 PAM-ag, Hck Nef HTS, Mdm2 ligase inh, p97 inhibitor
> CC(C)C(=O)Nc1ccc(NC(=O)c2ccco2)cn1
  4, 4, -7, -1, 3, -7, 3, -16, 2
> O=C(Nc1ccccc1)Nc1ncc([N+](=O)[O-])s1
  3, -6, 1, 31*, -4, 21, 14, -49, -1
> COc1ccccc1CNC(=O)COC(=O)C1=COCCO1
  -1, 1, -5, -1, 2, 11, 1, -8, 5
> O=C(COc1ccc([N+](=O)[O-])cc1)NC(C(=O)O)C(O)c1cccc([N+](=O)[O-])c1 (configuration not stated)
  7, -1, 4, -19, 0, -1, 11, -23, 1
> O=C(NCCCN1CCCC1)c1ccc2c(Cl)c3c(nc2c1)CCCC3
  12, -2, -3, -31, 0, -22, 22, -26, -2
> CCN(CC)C(=O)CSc1nnc([C@H](CCSC)NC(=O)OC(C)(C)C)o1
  1, -1, 1, -33, -2, -13, 2, -14, -5
> COc1ccc(S(=O)(=O)Nc2cc([N+](=O)[O-])ccc2OC)cc1
  3, 2, -7, 12, 0, 1, 2, -5, 4
> CC1=CC(C)C2COC(c3ccc[n+](C)c3)C1C2C (configuration not stated)
  4, 3, -4, 12, -1, -34, 3, -3, 5
> CSCCC(=O)Nc1ccc(C(C)=O)cc1
  3, 0, 6, 11, -1, 15, 2, -10, 5
> O=C1CC(c2ccccc2F)c2c(c3ccccc3[nH]c2=O)O1 (configuration not stated)
  x, -3, 5, -13, 1, 15, 18, x, 5
> N#Cc1cc2c(nc1SCc1cccnc1)CCC2
  -1, 0, -3, 12, 2, 6, 1, 19, 3
> N/C(=N\OC(=O)c1cccs1)C1(c2ccc(Cl)cc2Cl)CC1
  x, -2, -8, -27, 0, -19, -6, -5, -8
> CCOC(=O)CC1C(=O)NCCN1S(=O)(=O)c1ccc(Cl)cc1Cl (configuration not stated)
  -1, -8, 6, 15, -3, 15, 1, -10, -9
> Cc1ccc(NC2=C(NCCO)C(=O)c3ccccc3C2=O)cc1
  -3, 1, -2, 14, -3, -6, -4, -12, 5
> Cc1cccc(OCC(=O)N/N=C\C=C\c2ccc3c(c2)OCO3)c1C
  4, -1, -11, -8, -3, -11, 1, -2, -1
> CC(C)N(Cc1ccccc1)C(=S)Nc1ccccc1F
  x, 2, -8, -6, -2, -24, -3, -5, -5
> Cc1nnc(SCC(=O)NNC(=O)c2ccco2)n1-c1ccccc1
  4, -8, -9, -19, 1, 2, 14, -9, -8
> NC(=S)Nc1cccc(Cl)c1
  x, -1, -7, 1, 0, 8, 16, -15, 6
> O=C(Nc1ccc(F)cc1F)Nc1sccc1-c1nc2ccccc2s1
  x, 2, -20, -5, 5, -8, 8, -5, 3
> CO/N=C\c1cc(C(=O)c2ccc(Cl)cc2Cl)cn1C
  1, 3, -3, -19, 0, -24, -31, -3, -11
> Cc1ccc(N=C2S/C(=C\c3cn(CC(=O)O)c4ccccc34)C(=O)N2C)cc1
  6, -16, -2, 1, -10, 16, 10, 13, 3
> CC1(C)Cc2c(C#N)c(N3CCOCC3)nc(Cc3ccccc3)c2CO1
  10, -3, 4, 13, -2, 4, 2, -18, 4
> COC(=O)c1nc(Cl)c(Cl)c(N)c1Cl
  1, 1, -4, 11, 2, 0, 8, -8, 5
> Cc1ccc(OC(=O)CCN2C(=O)c3ccccc3C2=O)cc1C
  -4, 1, -4, -10, -2, -6, 8, -16, 0
> CC(=O)C1C(c2ccc(Cl)cc2)c2c(n[nH]c2C)CC1(C)O (configuration not stated)
  3, 3, -8, 0, 1, -1, 27, 2, 2
> Cc1ccc(NC(=O)CC2CS(=O)(=O)CC2CC(=O)Nc2ccc(C)c(C)c2)cc1C (configuration not stated)
  -5, 1, -10, -2, -4, 0, 0, -16, -3
> CC(=O)N/C(=N\OCc1ccccc1Cl)c1nonc1NC(C)=O
  -2, 2, -8, 1, 1, -16, 3, -7, 2
> COc1ccc(N2C(=O)CCC2(C(N)=O)c2ccccc2)cc1 (configuration not stated)
  3, 0, -11, -17, 0, -8, -21, -87, -2

Taken from above (2 entries):
Values in the order – NPY-Y1 antag, Runt-SMMHC FRET, RBBP9 inh, NPY2 pot ag, Runt-CBFb FRET, NPY-Y1 PAM-ag, Hck Nef HTS, Mdm2 ligase inh, p97 inhibitor
> CC(C)C(=O)Nc1ccc(NC(=O)c2ccco2)cn1
  4, 4, -7, -1, 3, -7, 3, -16, 2
> O=C(Nc1ccccc1)Nc1ncc([N+](=O)[O-])s1
  3, -6, 1, 31*, -4, 21, 14, -49, -1

Screening results as filed in PubChem BioAssay.
